Compound activity: PubChem BioAssay, several laboratories
SR-BI DiI-HDL act: SR-BI HDL lipid transfer activation. CHO ldlA[mSR-BI] cells, DiI-HDL uptake fluorescence, 3 h; 100 = double the neutral-control signal. AID 504775. activation, % at 12.5 µM. hit rate 0.096% among 320,000;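 active = mean replicate activation of at least 60% and every replicate at or above 60%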;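 also: 0% = median plate neutral-control signal and 100% = twice that signal; values of inactives mirror those of a sister screen read the other way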
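Material: SR-BI-overexpressing, LDLR-lacking CHO cells | Dosing: Single compound concentration, delivered by pin transfer | Probe or stimulus: Labelled HDL, 10 µg/mL | Signal: Bottom-read cell fluorescence after medium removal, ex 550/em 595 nm | Schedule: 3 h, 37 °C | Evaluation: HDL uptake via cellular fluorescence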
SUMO Mot1 rescue: blocks SUMOylation pathway, rescuing yeast Mot1-301 growth; S. cerevisiae Mot1-301 growth rescue, ATP luminescence, 38.5C; percent above DMSO median, 100 means doubled; growth rescue, % at 18.8 µM; hit rate 1% among 320,000;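 active = every valid replicate shows activation above 250% relative to neutral control wells; inactive = the rest, any valid replicate at or below 250%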;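 also: OY570 slx delta 5 strain wells were the positive control but not used for scaling; some compounds called inactive have numbers as strong as hits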
DSG3 Ab inh: blocks pemphigus antibody binding to human desmoglein-3 | DSG3-coupled beads, scFv-anti-DSG3-GFP binding, flow cytometry; active compounds read low | binding (percent of control), % at 10 µM | hit rate 0.48% among 310,000;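 active = binding more than 3 SD below its plate's average and above zero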;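 also: hits lower antibody fragment binding to DSG3; some compounds called inactive have numbers as strong as hits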
Target sequence (P32926 whole entry, looked up, the tested form may be a part): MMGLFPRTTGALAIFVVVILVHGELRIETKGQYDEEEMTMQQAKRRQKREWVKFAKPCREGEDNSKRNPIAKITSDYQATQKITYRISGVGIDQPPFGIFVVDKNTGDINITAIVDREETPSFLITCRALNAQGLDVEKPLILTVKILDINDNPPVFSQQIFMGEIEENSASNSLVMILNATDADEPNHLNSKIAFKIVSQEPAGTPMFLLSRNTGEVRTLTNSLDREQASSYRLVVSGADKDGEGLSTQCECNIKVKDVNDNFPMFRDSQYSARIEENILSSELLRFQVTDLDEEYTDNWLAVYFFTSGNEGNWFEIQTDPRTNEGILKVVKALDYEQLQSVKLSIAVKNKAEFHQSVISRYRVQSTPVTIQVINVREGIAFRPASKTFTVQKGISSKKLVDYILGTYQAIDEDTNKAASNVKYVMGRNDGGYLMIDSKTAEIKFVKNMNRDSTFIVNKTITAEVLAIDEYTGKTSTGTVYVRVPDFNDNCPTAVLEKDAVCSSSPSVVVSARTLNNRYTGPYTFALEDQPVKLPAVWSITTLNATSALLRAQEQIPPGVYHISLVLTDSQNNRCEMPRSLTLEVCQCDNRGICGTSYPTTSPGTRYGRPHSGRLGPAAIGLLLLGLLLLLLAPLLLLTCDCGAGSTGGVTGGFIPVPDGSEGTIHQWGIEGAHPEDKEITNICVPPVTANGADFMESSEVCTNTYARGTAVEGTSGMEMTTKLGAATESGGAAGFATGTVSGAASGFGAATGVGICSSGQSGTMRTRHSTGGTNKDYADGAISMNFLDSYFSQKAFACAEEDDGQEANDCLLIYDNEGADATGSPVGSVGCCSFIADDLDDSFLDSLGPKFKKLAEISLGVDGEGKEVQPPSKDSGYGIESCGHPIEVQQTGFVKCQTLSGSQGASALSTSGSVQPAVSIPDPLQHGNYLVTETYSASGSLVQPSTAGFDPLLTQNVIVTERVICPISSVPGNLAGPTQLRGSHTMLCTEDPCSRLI
Arrestin-AP2 inh: blocks beta-arrestin peptide binding to AP2 adaptin; hit rate 0.31% among 340,000; FITC-arrestin peptide / GST-AP2 beads, flow cytometry; AP2 beta2 appendage carries R879A mutation; inhibition, % at 10 µM;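 active = inhibition above a set limit, near 3 SD of compounds lacking own fluorescence, cut at about 54% in these data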;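 also: plate controls were DMSO wells for no effect and 5 µM unlabelled arrestin peptide for full effect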
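Measured by: flow cytometry, FL1 (488/535 nm); Material: AP2 appendage R879A on GSH beads; Evaluation: percent response; Timing: pre-incubation 12 min, peptide binding 1 h, room temperature; Also added: 50 nM FITC-arrestin peptide; Medium: PBS with 0.05% Tween 20 and 0.1% BSA.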
dFosB activator: activators of mouse delta FosB homodimer; purified delta FosB, TAMRA-CDK5 oligo fluorescence polarization; percent of positive-control signal above neutral wells; activation, % at 25 µM; hit rate 0.99% among 340,000; AID 493131;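 active = mean activation above about 17%, with every replicate also reaching it, limit read from the data, passing the limit was not always enough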;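 also: fluorescence polarization rise as delta FosB binds a TAMRA Cdk5 AP-1 oligo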
NSD2 HMT inh: NSD2 (human) methyltransferase inhibition; inhibition, % at 12.5 µM; hit rate 0.54% among 310,000; NSD2 peptide methylation, AlphaScreen, 120 min; in the data active = inhibition above about 50%
SR-BI HDL uptake: mouse SR-BI HDL lipid transfer inhibition. Q61009. ldlA[mSR-BI] CHO cells, DiI-HDL uptake fluorescence, 3 h. inhibition, % at 12.5 µM. hit rate 0.96% among 320,000. AID 488896;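 active = mean replicate inhibition of at least 70% and a set share of replicates each scoring 70 or more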;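 also: 0% = median of neutral control wells and 100% = median of positive control wells; values of inactives mirror those of a sister screen read the other way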
CDK5 p35 inh: CDK5/p35 (human) kinase inhibition | Recombinant CDK5/p35, ADP-Glo luminescence, 60 min | inhibition, % at 10 µM | hit rate 0.01% among 330,000 | AID 488839;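 active = highest replicate inhibition of at least 50% and at least 75% of replicates reaching 50%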;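 also: plate controls were DMSO neutral control for no effect and GW8510 at 10 µM for full effect; many of its hits are not listed in these tables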
MITF act: activators of MITF-driven TRPM1 promoter activity in SK-MEL-5 cells; SK-MEL-5 TRPM1-promoter luciferase, 24 h; % of positive control, neutral wells = 0; AID 588334; hit rate 0.75% among 300,000; activation, % at 12.5 µM;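 active = mean activation of at least 80% with every replicate also reaching 80%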;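 also: 0% = neutral control wells and 100% = parthenolide positive control wells; values of inactives mirror those of a sister screen read the other way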
PKA-R2B activ: activators of human PKA-R2B complex. P22694+P31323. PKA-R2B holoenzyme dissociation, Cy5-IP20 fluorescence polarization; R2B truncated from residue 108, S112A mutant; 0% DMSO only, 100% 113 µM cGMP. activation, % at 11.4 µM. hit rate 0.079% among 340,000. AID 504700;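 active = activation above a cutoff set at the mean over all compounds plus 3 SD, cut at about 18% in these data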;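 also: higher means more holoenzyme dissociation and a rise in polarization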
PKA-R1A act: activators of PKA-R1A complex. hit rate 0.083% among 340,000. activation, % at 11.4 µM. PKA-R1A dissociation, Cy5-IP20 fluorescence polarization; scaled: DMSO 0%, 113 µM cGMP 100%. P00514+P68181;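 active = percent activation above the mean of all tested compounds plus 3 SD, cut at about 19% in these data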;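 also: higher means more PKAc released from R1A so a rise in polarization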
* marks the source's active call; other numbers are inactive results; · = not tested or not shown.

Values run as follows: SR-BI DiI-HDL act	SUMO Mot1 rescue	DSG3 Ab inh	Arrestin-AP2 inh	dFosB activator	NSD2 HMT inh	SR-BI HDL uptake	CDK5 p35 inh	MITF act	PKA-R2B activ	PKA-R1A act
> CCN(CC)C(=O)[C@H]1C[C@H](CC(=O)NC(C)(C)C)C(=O)N2CCc3c([nH]c4cc(CCC(=O)N(C)C)ccc34)[C@]12C
    20	·	106	-12	-1	·	-20	-0.6	6	-10	-10
> COc1cc(OC)cc(C(C(=O)NC2CCCCC2)N(C(=O)c2ccno2)c2ccccc2)c1 (centres undefined)
    16	-23	87	0	-3	0	-16	-1.0	10	2	-6
> COc1cc(-c2nc3ccc4ccccc4c3c3c2CCC3)cc(OC)c1OC
    -60	-5	·	3	-12	-6	60	-0.8	-8	-8	7
> CCOC(=O)Nc1ccc2c(c1)N(C(=O)N1CCN(C)CC1)c1ccccc1S2
    -8	4	·	3	1	6	8	0.5	·	-10	-6
> CCN(CCCNC(=O)C1CCCN(S(=O)(=O)c2cnc[nH]2)C1)c1ccccc1 (centres undefined)
    -6	11	113	-4	0	·	6	-1.0	8	-18	-8
> Oc1ccc2ccccc2c1C=Nc1ccc(Cl)cn1
    5	14	105	-29	2	1	-5	0.6	-3	-13	-10
> CCOC(=O)c1c(C)oc2ccc(OC(=O)COc3c(F)c(F)c(F)c(F)c3F)cc12
    -2	16	101	0	-1	-3	2	0.8	-9	-18	-5
> O=C(O)C1OC1(c1ccccc1Cl)c1ccccc1Cl (centres undefined)
    18	·	·	-1	-6	4	-18	-1.1	2	-5	3
> CCOC(=O)C1CCCN(C(=O)c2cc3c(OC)c(OC)c(OC)cc3[nH]2)C1 (centres undefined)
    -17	25	113	3	-3	1	17	-1.4	-8	-4	-2
> O=C(C[n+]1cc(-c2ccc(F)cc2)n2c1CCC2)OCc1ccccc1
    10	-13	100	-1	1	-1	-10	-0.4	6	0	-11
> CC(=O)c1ccc(N2C(=NC(=O)C3CCCO3)SC3CS(=O)(=O)CC32)cc1 (centres undefined)
    4	254	101	-3	-1	·	-4	0.2	17	7	2
> Cc1cc(N2CCN(c3ccc(C(F)(F)F)cc3[N+](=O)[O-])CC2)c2ccccc2n1
    -11	-3	95	16	12	1	11	-1.5	-7	-10	-15
> CC(OC(=O)CSc1ccc([N+](=O)[O-])cc1)C(=O)NCc1ccco1 (centres undefined)
    -15	-5	95	9	-2	2	15	-1.7	-3	-1	2
> COc1ccc(C(=O)OCc2csc(C)n2)c(O)c1
    -8	·	83	21	-11	-3	8	2.6	70	-3	-2
> CCOC(=O)CNC(=O)c1ccc(SCC)cc1
    17	-13	109	-5	1	0	-17	0.3	5	-10	7
> CCOC(=O)N1CCN(C(=O)C(CC(C)C)NC(=O)C2CCCCC2)CC1 (centres undefined)
    11	-3	·	2	-1	0	-11	-3.0	-1	1	-1
> O=C(O)/C=C/c1cn(-c2ncc(C(F)(F)F)cc2Cl)c2ccccc12
    -6	22	·	7	-3	-3	6	·	-5	-6	-5
> O=C(NC(=S)N1CCN(C/C=C/c2ccccc2)CC1)c1ccc(Cl)nc1
    -6	7	101	11	-14	4	6	-0.8	·	2	0
> O=C(C[C@@H]1C/C=C\C[C@@H](Cc2ccc(F)cc2)C(=O)OC[C@@H]2CCCN2C1=O)NCCO
    -9	·	94	-6	-7	·	9	-2.5	4	-2	3
> CCc1nnc(NC(=O)c2cc(-c3ccco3)nc3ccccc23)s1
    4	107	·	-5	-13	-3	-4	0.9	-5	-1	-8
> COc1ccc2oc(=O)c(C(=O)N3CCN(c4ccccc4F)CC3)cc2c1
    4	11	97	-1	-8	-3	-4	-1.8	-3	-4	5
> Fc1ccc(/C=N/Nc2nc3ccccc3[nH]2)cc1F
    -13	-12	100	-1	-4	0	13	2.2	70	2	-5
> COc1ccccc1C/C(N)=N/OC(=O)COc1ccccc1C
    18	-14	127	2	-2	-7	-18	-0.6	-6	-2	-13
> Cc1ccc(CN2CCC(n3nccc3NC(=O)CCOc3ccccc3)CC2)cc1C
    -1	14	97	3	-4	5	1	0.4	-6	5	-4
> CC(C)CCOC(=O)C1C(c2ccccc2)C(C(=O)O)C1c1ccccc1 (centres undefined)
    -1	228	99	2	-1	2	1	1.3	6	0	-6
> Cc1cc(=O)oc2n[nH]c(-c3ccccc3)c12
    2	-12	108	6	-8	-2	-2	-0.4	5	2	2
> O=C(NNc1cc(Br)c(O)c(Br)c1)c1ccccc1
    26	141	85	12	-3	3	-26	1.0	-12	-4	8
> Cc1ccccc1NC(=O)C(=O)Nc1ccccc1C
    3	1	89	33	1	-4	-3	1.2	43	1	-18
> O=C1N/C(=C/c2ccc(N3CCOCC3)o2)C(=O)N1c1ccccc1
    22	-22	101	24	-4	3	-22	-2.2	23	-10	-1
> Cc1cc(C)c(OCC(=O)OCC(=O)N2CCCc3ccccc32)c(C)c1
    17	-13	110	-3	-15	0	-17	0.8	10	1	-1
> COC(=O)[C@H](CCSC)NC(=O)[C@@H](Cc1cnc[nH]1)NC(=O)OCc1ccccc1
    16	54	96	10	-6	0	-16	-1.4	-10	5	-2
> CCCn1c(C)cc(C(=O)CSc2nc3nc(C)cc(C)n3n2)c1C
    -24	-1	86	3	0	1	24	-0.4	7	6	-8
> O=C1CCN(Cc2ccccc2)CCN1CCO
    23	-4	107	8	-2	·	-23	-0.3	3	-5	-3
> COc1ccc(N2CCC(CNC(=S)Nc3cc(C)ccc3C)C2)cc1 (centres undefined)
    ·	2	103	5	-16	5	·	2.1	-12	2	-11
> CS(=O)(=O)c1ccc(C(=O)NC(Cc2ccccc2)c2ccccc2)cc1 (centres undefined)
    ·	-2	109	20	-3	-5	·	-2.6	4	2	-4
> O=C(O)c1ccc2c(c1)C(=O)/C(=C\c1ccco1)C2=O
    27	1	86	11	-21	49	-27	2.8	0	-7	-8
> O=C(c1ccccc1)c1cc2cc(Cl)ccc2[nH]1
    -1	-11	92	-4	0	1	1	-0.5	62	-2	-4
> Cn1cc(C(=O)Nc2ccc(F)c(F)c2)cn1
    14	-10	·	4	-5	1	-14	0.2	·	1	-3
> O=C(/C=C/c1ccc(Br)cc1)NC(=O)c1ccccc1O
    18	-20	102	3	4	12	-18	-0.4	8	1	11
> CN(C)c1cccc(C(=O)OCC(=O)N2CCc3ccccc3C2)c1
    -4	-6	102	38	-18	-2	4	0.9	-4	8	8
> C/C(=C1/SC(N2CC(C)OC(C)C2)=NC1=O)c1ccccc1 (centres undefined)
    -21	-4	106	-1	-2	4	21	-4.7	6	-1	-2
> O=C(COc1ccc([N+](=O)[O-])cc1)Nc1nc(-c2ccccn2)cs1
    10	·	107	-19	3	20	-10	0.2	-31	0	-3
> O=C(NN=Cc1cc(Br)c(O)c(Br)c1)c1ccccc1NS(=O)(=O)c1cccs1
    -21	0	119	-12	-6	-7	21	-2.0	6	-6	14
> COc1cccc(/C=N/NC(=O)c2c(C)nc3ccc(Cl)cn23)c1O
    -121	-20	84	-13	-1	-3	120*	-1.3	-67	1	-2
> CC(Sc1ncnc2c1cnn2-c1ccccc1)C(=O)NCC1CCCO1 (centres undefined)
    -7	-6	111	-7	-7	-1	7	-2.8	-16	3	-12
> O=C(O)c1cc2c(ccc3ccccc32)o1
    17	-17	121	5	-4	-2	-17	-1.3	-6	0	3
> Cc1cccc(C)c1OC(=O)CSc1nnc(-c2ccccc2)o1
    9	557	103	-2	9	1	-9	-1.2	-4	-2	6
> CC1(C)CC2(CCO1)OC(=O)CC2C(=O)Nc1ccc(Br)cc1 (centres undefined)
    ·	-5	92	-6	2	-2	·	0.3	-7	-5	3
> Cn1c(=O)c2c(ncn2CC(=O)N2CCN(c3cccc(Cl)c3)CC2)n(C)c1=O
    ·	-6	109	2	-11	22	·	-0.4	7	-12	-3
> O=C(COc1ccccc1)Nc1cccc2nsnc12
    6	24	97	-2	-7	-1	-6	0.2	16	-2	-5
> COc1ccc(S(=O)(=O)Nc2cc3c(cc2C(C)=O)OCO3)cc1
    3	3	99	17	-1	0	-3	-1.1	-12	0	6

Filtered by structure, the compounds so far with a Cl atom (7)
Values run as follows: SR-BI DiI-HDL act	SUMO Mot1 rescue	DSG3 Ab inh	Arrestin-AP2 inh	dFosB activator	NSD2 HMT inh	SR-BI HDL uptake	CDK5 p35 inh	MITF act	PKA-R2B activ	PKA-R1A act
> Oc1ccc2ccccc2c1C=Nc1ccc(Cl)cn1
    5	14	105	-29	2	1	-5	0.6	-3	-13	-10
> O=C(O)C1OC1(c1ccccc1Cl)c1ccccc1Cl (centres undefined)
    18	·	·	-1	-6	4	-18	-1.1	2	-5	3
> O=C(O)/C=C/c1cn(-c2ncc(C(F)(F)F)cc2Cl)c2ccccc12
    -6	22	·	7	-3	-3	6	·	-5	-6	-5
> O=C(NC(=S)N1CCN(C/C=C/c2ccccc2)CC1)c1ccc(Cl)nc1
    -6	7	101	11	-14	4	6	-0.8	·	2	0
> O=C(c1ccccc1)c1cc2cc(Cl)ccc2[nH]1
    -1	-11	92	-4	0	1	1	-0.5	62	-2	-4
> COc1cccc(/C=N/NC(=O)c2c(C)nc3ccc(Cl)cn23)c1O
    -121	-20	84	-13	-1	-3	120*	-1.3	-67	1	-2
> Cn1c(=O)c2c(ncn2CC(=O)N2CCN(c3cccc(Cl)c3)CC2)n(C)c1=O
    ·	-6	109	2	-11	22	·	-0.4	7	-12	-3
